Assay outcomes: PubChem BioAssay, The Scripps Research Institute Molecular Screening Center
PAFAH1B3 inh = inhibitors of human PAFAH1B3; Q15102; recombinant PAFAH1B3, FP-rhodamine probe, fluorescence polarization; inhibition, % at 3.39 µM; 0.28% of 340,000 active; AID 492972;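 active means inhibition above the screen-wide average of all tested compounds plus 3 SD, cut at about 25% in these data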;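 further: 0% = enzyme with DMSO only and 100% = wells lacking PAFAH1B3 protein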
Target sequence (Q15102 whole entry, looked up): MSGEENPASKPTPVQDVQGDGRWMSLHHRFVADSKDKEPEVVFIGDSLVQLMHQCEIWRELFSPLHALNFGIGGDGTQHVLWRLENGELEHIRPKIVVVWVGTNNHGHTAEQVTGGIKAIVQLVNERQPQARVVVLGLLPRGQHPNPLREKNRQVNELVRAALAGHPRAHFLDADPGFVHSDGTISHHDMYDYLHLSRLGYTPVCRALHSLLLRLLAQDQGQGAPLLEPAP
PAFAH2 inh = PAFAH2 (human) inhibition | 0.99% of 340,000 active | recombinant PAFAH2, FP-rhodamine activity probe, fluorescence polarization | inhibition, % at 3.39 µM | AID 492956;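 active means inhibition above the mean over all tested compounds plus 3 SD, cut at about 30% in these data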;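 further: inhibitors block probe labeling of enzyme so polarization drops; 0% = enzyme with DMSO and 100% = wells lacking PAFAH2 protein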
Active calls of the source: *.

SMILES	PAFAH1B3 inh	PAFAH2 inh
CCOC(=O)CC1=C(C(=O)OCC)C(c2ccncc2)C(C#N)=C(N)O1 (configuration not stated)	6	1
COc1cc(C(=O)NC2CCN(C)CC2)ccc1Nc1ncc2c(n1)N(C1CCCCC1)CCC(=O)N2C	-1	1
O=C(CCN1C(=O)C2C3CCC(C3)C2C1=O)Nc1ccc(Cl)cc1Cl (configuration not stated)	-1	7
O=C(Cc1cccc(NC(=O)C2CCN(C(=O)C3CC3)CC2)c1)Nc1cccc(C(=O)N2CCCCC2)c1	7	0
O=C(CC1CCCC1)N1CCN(S(=O)(=O)c2cccc(F)c2)CC1	7	3
N#Cc1c2c(c(-c3ccccc3Cl)[nH]c1=S)CCCC2	2	7
CCOc1ccc(OCCCC(=O)Nc2cc(S(=O)(=O)N3CCOCC3)ccc2N2CCOCC2)cc1	0	0
CN(C(=O)c1ccc(NC(=O)Cc2cccc(NC(=O)C3CCN(C(=O)C4CCCC4)CC3)c2)cc1)C1CC1	5	9
COc1ccccc1CC(=O)NN1C(=O)NC2(CCC(C)CC2)C1=O (configuration not stated)	4	3
O=C(CN1C(=O)c2ccccc2S1(=O)=O)Nc1ncc([N+](=O)[O-])s1	11	11
CCc1nnc(NC(=O)[C@@H](NS(=O)(=O)c2ccc3c(c2)OCCO3)C(C)C)s1	1	1
CC(C)C[C@@H](CN1CCC[C@@H]1CN1C(=O)C(=O)NC[C@@H]1Cc1ccccc1)N1C[C@H](Cc2ccccc2)N(CC2CCCCCC2)C(=O)C1=O	-31	10
COc1cccc(C(=O)CN2CCC(NC(=O)NC3CCCCC3)CC2)c1	-1	-4
CC(=O)c1ccc(S(=O)(=O)N(CC(=O)NC2CC2)Cc2ccc(F)cc2)cc1	1	-5
Nc1nccc(NCCSCc2ccccc2)n1	4	-9
Cc1cc(C)n(-c2nc3ccccc3c(=O)n2OCC(=O)OCc2ccccc2)n1	3	7
CCCN1CCN(CCNC(=O)Nc2ccccc2Cl)CC1	2	9
CCc1ccc(-c2cc(C(=O)O)c3ccccc3n2)s1	3	-8
Cc1ccc(C(=O)NNC(=O)CCC(=O)NCc2ccccc2)cc1Br	4	-1
OC(c1ccccc1)C(Nc1ccccn1)c1ccccc1 (configuration not stated)	2	9
Cc1ccc(C2(SCC(N)C(=O)O)c3ccccc3-c3ccccc32)cc1 (configuration not stated)	-1	6
Cc1c(NC(=O)c2cccc(S(=O)(=O)N(C)c3ccccc3)c2)c(=O)n(-c2ccccc2)n1C	5	0
O=[N+]([O-])c1ccc(N=NNc2ccc([N+](=O)[O-])cc2)cc1	2	-2
S=c1ncc2[nH]c(=S)[nH]c2[nH]1	4	-1
CCOc1ccccc1C(=O)N/N=C/c1coc2ccc(Cl)cc2c1=O	-5	13
CC(=O)N1Cc2ccccc2CC1C(=O)OCC(=O)c1c(N)n(C)c(=O)n(C)c1=O (configuration not stated)	8	-3
COc1ccc(OCC(O)CN2CCCC2)cc1 (configuration not stated)	0	-9
COc1cccc(/C=N/NC(=O)c2ccc(-n3cnnn3)cc2)c1	-1	-1
C=CCn1c(N)c(C(=O)OC(C)(C)C)c2nc3ccccc3nc21	9	1
COc1ccccc1C=NNc1nc(C)cc(=O)[nH]1	-2	4
C/C(C/C(C)=C1/SC(=S)NC1=O)=C1\SC(=S)NC1=O	15	12
CCN(CC)S(=O)(=O)c1ccc(NC(=O)COC(=O)CNC(=O)C2CCCCC2)cc1	8	13
CCOC(=O)C1CCCN(C(=O)c2cc3cc(OC)c(OC)cc3[nH]2)C1 (configuration not stated)	3	2
CCOc1ccc(NS(=O)(=O)c2cccc(C(=O)NCC3(N(C)C)CCCCC3)c2)cc1	7	-1
OCCn1cnc2c(SCc3ccccc3)ncnc21	-2	9
CCOC(=O)C1CCCCN1C(=O)c1cc2ccc(OC)cc2c2cc(OC)c(OC)cc12 (configuration not stated)	6	0
CC(C)C(O)(c1ccccc1)C(CN1CCOCC1)c1ccccc1 (configuration not stated)	5	4
COC(=O)CCC(C)N1CCC(Oc2ccc(C(=O)NCc3ccccn3)cc2)CC1 (configuration not stated)	2	-9
CC(C)c1ccc(NC2CCCN(C(=O)CCc3cnn(C)c3)C2)cc1 (configuration not stated)	5	-1
CC(C)C[C@@H](CNCC(=O)[C@H](CC(C)C)NC(=O)c1[nH]cnc1C(=O)N[C@H](CN)CC(C)C)NC(=O)c1nc[nH]c1C(=O)N[C@@H](CC(=O)O)C(=O)O	3	1
O=C1C(=O)N(CCCN2CCOCC2)C(c2ccc(Cl)cc2)/C1=C(/O)c1ccc(F)cc1 (configuration not stated)	-5	-1
CC(=O)c1ccccc1NC(=O)CN1C(=O)NC2(CCCCCCC2)C1=O	3	4
CCCCCCn1c(=O)[nH]c2nc3cc(N)c(C)cc3nc2c1=O	1	16
O=C(NCCCN1CCCC1=O)c1cc(S(=O)(=O)N2CCOCC2)c(Cl)cc1Cl	1	5
C/C(=N\Nc1ccccc1)c1cccs1	3	8
CCCCNC(=O)CCn1c(=O)c2cccn2c2ccc(F)cc21	7	1
CCOc1ccc(NC(=O)NN2C(C)CCCC2C)cc1 (configuration not stated)	5	-4
Cc1cc(NS(=O)(=O)c2c(C)[nH]c(=O)[nH]c2=O)ccc1Br	-1	7
Cc1ccc(C)c(NC(=O)CC2Sc3ccccc3NC2=O)c1 (configuration not stated)	2	-1
CSCCC(NS(=O)(=O)c1ccc(C)cc1)C(=O)NNC(=O)c1csc(N2CCOCC2)n1 (configuration not stated)	-3	4
O=C(Nc1ccccc1)OCCc1ccccn1	7	-2
Cc1ccc(S(=O)(=O)N2CCN(C(=O)[C@H](Cc3ccccc3)NC(=O)c3ccco3)CC2)cc1	5	3
COc1ccccc1-n1nnnc1SCC(=O)NCC1(N2CCCCC2)CCCCC1	2	6
O=C(N/N=C/c1cc([N+](=O)[O-])ccc1O)c1ccc(COc2ccc3c(c2)CCC3)o1	-4	-12
O=C(Nc1ccc(CN2CCOCC2)cc1)c1ccc(Cl)cc1Cl	5	0
Nc1nc(=O)c2ccccc2s1	3	2
Oc1ccc(Cl)cc1C=NN1CCCCCC1	1	0
Cc1ccc(NC(=O)CN2C(=O)/C(=C3\SC(=S)N(C4CCS(=O)(=O)C4)C3=O)c3ccccc32)cc1 (configuration not stated)	7	-6
Cc1ccc(CSc2ccc(S(=O)(=O)N3CCCCC3)cn2)cc1	-6	4
CCOC(=O)C1CC2=C(CC(C)(C)CC2=O)N(CCOC)C1=O (configuration not stated)	9	2

Next part:
SMILES	PAFAH1B3 inh	PAFAH2 inh
Cc1ccc(S(=O)(=O)c2nc(Nc3ccccc3)sc2Cl)cc1	15	1
O=C(/C=C/c1cn(CC(O)CN2CCCCC2)c2ccccc12)c1ccccc1 (configuration not stated)	-5	4
COCCN(C(=O)COC(=O)/C=C/c1ccc(Cl)c(Cl)c1)c1c(N)n(Cc2ccccc2)c(=O)[nH]c1=O	-2	2
COc1ccc(CCNC(=O)c2c(C)nn(CC(C)C)c2Cl)cc1OC	11	1
COC(=O)c1ccc(CNC(=O)C2CCC(=O)N(CCc3ccccc3)C2)cc1 (configuration not stated)	-3	4
COc1ccc(-c2cc(C(=O)N(C)CC(=O)Nc3ccccc3C(F)(F)F)c3ccccc3n2)cc1OC	3	2
O=C(O)CC/C(=C/c1cccc(NC(=O)c2ccccc2Cl)c1)c1nc2ccccc2s1	2	-1
COc1ccc(S(=O)(=O)N2CCCCC2)cc1NC(=O)Cc1ccc(Br)cc1	1	9
O=C(Cc1cccc(NC(=O)C2CCN(C(=O)C3CCCC3)CC2)c1)Nc1cccc(C(=O)N2CCCCC2)c1	4	13
Nc1ccc(CSc2ccc(Cl)cc2)c(Cl)c1	-2	-3
CCOCc1c(C(=O)N2CCN(CC(=O)Nc3ccc(F)cc3)CC2)oc2ccccc12	-4	-4
CC1CCCN(c2ccc([N+](=O)[O-])s2)C1 (configuration not stated)	7	1
O=C(NCCc1ccccc1)c1cccc(NC(=O)C2CCC2)c1	0	-3
COc1ccc(-c2nn(-c3ccccc3)cc2CNC[C@H]2O[C@@H](n3cnc(C(N)=O)n3)[C@H](O)[C@@H]2O)cc1	3	6
COc1ccc(OCC(O)CNC2CCCC2)cc1 (configuration not stated)	8	7

Entries of single compounds from above. Screens in order: PAFAH1B3 inh, PAFAH2 inh
COc1ccccc1CC(=O)NN1C(=O)NC2(CCC(C)CC2)C1=O (configuration not stated) is listed as 4, 3
C/C(C/C(C)=C1/SC(=S)NC1=O)=C1\SC(=S)NC1=O is listed as 15, 12

Continued:
SMILES	PAFAH1B3 inh	PAFAH2 inh
COc1ccccc1N1C(=O)C(Cl)=C(Nc2ccccc2O)C1=O	-2	19
CCC(C)NC(=O)CCn1c(=O)c2cccn2c2ccc(F)cc21 (configuration not stated)	3	-3
COC(=O)c1sc(NC(=O)COC(=O)C2CCC2)c(C(=O)OC)c1C	4	-4
CCc1ccc(S(=O)(=O)NCc2csc(C)n2)cc1	6	-8
CCSC1(SCC)N=C(N)C2(C#N)C(c3ccccc3)NC(C)=C(C)C12C#N (configuration not stated)	2	-2
CC1(c2ccccc2)CCC(=O)NC1 (configuration not stated)	7	6
O=C(Nc1ccccn1)C1CCN(S(=O)(=O)c2ccc3ccccc3c2)CC1	6	2
O=C(O)CN1C(=O)/C(=C\c2cc(Br)ccc2OCc2ccc(Cl)cc2)SC1=S	9	32*
O=C1CSC(c2cccc([N+](=O)[O-])c2)N1CCc1ccccc1 (configuration not stated)	18	4
CCN(CC)S(=O)(=O)c1ccc(NC(=S)NC(=O)C2CCC2)cc1	12	2
COc1ccccc1CNc1ncc(-c2ccccc2)n1C	2	0
O=S(=O)(c1ccccc1)N1CCNc2ccccc21	-2	6
CCN(C(=O)COC(=O)/C=C/c1ccccc1Cl)c1c(N)n(Cc2ccccc2)c(=O)[nH]c1=O	2	-3
CC1CCCCC12NC(=O)N(CC(=O)OCc1ccccc1Cl)C2=O (configuration not stated)	-1	-1
CCOc1ccc(S(=O)(=O)N2CCN(C(=O)c3ccc(Cl)c(S(=O)(=O)N4CCOCC4)c3)CC2)cc1	1	2
Cc1ccc(C)c(-c2cc(C(=O)NC3CC3)c3ccccc3n2)c1	9	1
Clc1ccc2c(c1)C1CC2CCN1Cc1ccccc1 (configuration not stated)	2	8
Nc1nc(SCc2ccccn2)c2ncn(C3CCCC3)c2n1	9	0
Cc1ccc(S(=O)(=O)N2CCN(C(=O)COC(=O)c3ncc(Cl)c(Cl)c3Cl)CC2)c(C)c1	11	-2
CCC1CCC(N2CCN(c3cccc(OC)c3)CC2)CC1 (configuration not stated)	1	7
Nc1nnc2cc(Cl)ccc2n1	-6	-9
O=CNc1ccc2c(c1)Cc1cccc(NC=O)c1-2	5	0
COC(=O)c1ccc(NC(=O)c2cn(-c3cccc(C)n3)cn2)cc1	7	-5
CNc1c2cccc(C)c2nc2c(C(=O)NCCN(C)C)cccc12	3	1
O=C(NCCO)c1cc2c([nH]c3ccccc32)c(-c2ccc(F)cc2)n1	4	-1
CCOC(=O)Nc1ccc2c(c1)N(C(=O)CN(CC)CC)c1ccccc1CC2	3	2
O=C(COc1cccc2c1CCNC2=O)Nc1ccc(F)cc1	14	1
COc1ccc(CC(=O)NCc2ccccc2)cc1OC	5	-2
O=C(CCSCCC(=O)NN=Cc1ccc(F)cc1)NN=Cc1ccc(F)cc1	5	2
CN(CCc1ccccc1)C(=O)c1ccc(NC(=O)Cc2ccc(NC(=O)C3CCCN(C(=O)C4CCCCC4)C3)cc2)cc1 (configuration not stated)	4	0
CCc1ccccc1N=Cc1c(C)c(C#N)c2[nH]c3ccccc3n2c1=O	-3	-4
COc1cc(O)c(C(C)=O)c2c1C=CC(C)(C)O2	11	0
CCC(OC(=O)CN1C(=O)C(=O)c2ccccc21)C(=O)Nc1ccccc1OC (configuration not stated)	2	6
CCc1ccc(OC(=O)Nc2ccccc2)cc1	14	-3
CC1(C)CCC(=NNC(N)=S)CC1	7	7

17 entries out of the list, arranged by molar mass, highest first.
SMILES	PAFAH1B3 inh	PAFAH2 inh
CN(CCc1ccccc1)C(=O)c1ccc(NC(=O)Cc2ccc(NC(=O)C3CCCN(C(=O)C4CCCCC4)C3)cc2)cc1 (configuration not stated)	4	0
Cc1ccc(S(=O)(=O)N2CCN(C(=O)COC(=O)c3ncc(Cl)c(Cl)c3Cl)CC2)c(C)c1	11	-2
O=C(CCSCCC(=O)NN=Cc1ccc(F)cc1)NN=Cc1ccc(F)cc1	5	2
CCOC(=O)Nc1ccc2c(c1)N(C(=O)CN(CC)CC)c1ccccc1CC2	3	2
CCc1ccccc1N=Cc1c(C)c(C#N)c2[nH]c3ccccc3n2c1=O	-3	-4
O=C(NCCO)c1cc2c([nH]c3ccccc32)c(-c2ccc(F)cc2)n1	4	-1
CNc1c2cccc(C)c2nc2c(C(=O)NCCN(C)C)cccc12	3	1
Nc1nc(SCc2ccccn2)c2ncn(C3CCCC3)c2n1	9	0
Cc1ccc(C)c(-c2cc(C(=O)NC3CC3)c3ccccc3n2)c1	9	1
O=C(COc1cccc2c1CCNC2=O)Nc1ccc(F)cc1	14	1
COc1ccc(CC(=O)NCc2ccccc2)cc1OC	5	-2
Clc1ccc2c(c1)C1CC2CCN1Cc1ccccc1 (configuration not stated)	2	8
O=CNc1ccc2c(c1)Cc1cccc(NC=O)c1-2	5	0
COc1cc(O)c(C(C)=O)c2c1C=CC(C)(C)O2	11	0
CCc1ccc(OC(=O)Nc2ccccc2)cc1	14	-3
CC1(C)CCC(=NNC(N)=S)CC1	7	7
Nc1nnc2cc(Cl)ccc2n1	-6	-9

A portion of the library; rates above refer to the full screens.
